VP16 counter – Gal4-VP16 reporter inhibition counter-screen. Potency, µM (highest dose often 53.6 µM), without a hit: at the highest dose activity, negative = inhibition, usual class: inhibitors. 310,000 tested, 3.5% active. Drosophila S2 Gal4-VP16 UAS-luciferase, luminescence, 20 h;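 note: Gal4-VP16 expression switched on by copper sulfate through the metallothionein promoter; potency is the fitted concentration of half-maximal effect; % is set by controls: 0 for no effect and ±100 for the full control effect; nearly all actives have a fitted effect of over 50% in size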
RORg inh – ROR gamma (mouse) transcription inhibition; 310,000 tested, 5.4% active; Potency, µM (series often up to 53.6 µM), inactives show at the highest dose activity change, negative = inhibition, most hits filed as inhibitors; Drosophila S2 Gal4-RORgamma UAS-luciferase reporter, 20 h; AID 2551; P51450; note: potency is the fitted concentration of half-maximal effect; % is set by controls: 0 for no effect and ±100 for the full control effect; nearly all actives have a fitted effect of over 60% in size
Target sequence (P51450 whole entry, looked up, the tested form may be a part): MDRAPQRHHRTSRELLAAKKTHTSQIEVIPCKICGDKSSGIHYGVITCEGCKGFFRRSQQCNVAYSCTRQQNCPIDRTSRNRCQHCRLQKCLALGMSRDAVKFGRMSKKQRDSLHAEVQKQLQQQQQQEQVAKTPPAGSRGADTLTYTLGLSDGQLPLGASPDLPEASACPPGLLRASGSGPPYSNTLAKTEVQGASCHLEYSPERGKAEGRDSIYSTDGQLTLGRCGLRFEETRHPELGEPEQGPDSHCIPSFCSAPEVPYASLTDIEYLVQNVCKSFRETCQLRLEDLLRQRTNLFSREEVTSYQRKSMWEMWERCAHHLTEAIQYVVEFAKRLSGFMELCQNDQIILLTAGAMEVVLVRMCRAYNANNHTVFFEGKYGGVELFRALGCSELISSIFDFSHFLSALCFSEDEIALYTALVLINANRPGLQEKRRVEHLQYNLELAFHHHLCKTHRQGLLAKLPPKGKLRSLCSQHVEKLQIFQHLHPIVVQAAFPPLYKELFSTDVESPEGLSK
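Stable Schneider cell line, Gal4 DNA-binding domain fused to ROR gamma, UAS-luciferase. Cmpd 1 hr RT → CuSO4 700 uM final → 20 hr RT → luciferase reagent 10 min → luminescence.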
uPA generation – cell surface uPA generation inhibition; cell surface uPA generation assay, qHTS; Potency, µM (top dose mostly 38.3 µM), for inactives: top-dose activity change, negative = inhibition, usual class: inhibitors; 330,000 tested, 0.31% active; AID 540303; active = well fitted inhibition curve with a large enough effect; inconclusive = small, poorly fitted or top-dose-only effect; inactive = no such curve, though single readings can be large or run the other way; tested in mouse RAW 264.7 cells; note: potency is the fitted concentration of half-maximal effect; % is set by controls: 0 for no effect and ±100 for the full control effect; nearly all actives have a fitted effect of over 55% in size
Giardia kill – kills Giardia lamblia; Giardia lamblia trophozoite viability; activity change, % at 7.66 µM, hits read low; 340,000 tested, 0.15% active; AID 540267; in the data active = activity change below about -80%; inconclusive = between about -30% and that limit;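 note: parasites exposed to compound for two days anaerobically before the ATP read; % is set by controls: 0 for no effect and ±100 for the full control effect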
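Giardia lamblia trophozoites (100 cells/well) were incubated with compounds for 48 h at 37 deg C under anaerobic conditions. Viability was read as ATP content by one-step luminescence after 15-30 min at room temperature.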
Rab9 prom act – activates the Rab9 promoter; Potency, µM (titrated, usually from 9.22 µM), inactives show at the highest dose activation, negative = inhibition, usual class: activators; 320,000 tested, 2.8% active; Huh7 Rab9 promoter-luciferase reporter, luminescence, 24 h; note: potency is the fitted concentration of half-maximal effect; % of control where 0% means no effect; nearly all actives have a fitted effect of over 60% in size
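Huh7 cells stably carrying a Rab9 promoter-luciferase reporter, 1500 cells per well in OP-MEM I with 10% FBS, treated with compound 24 hours at 37C. Luciferase activity read by luminescence after 10 minutes with Amplite reagent.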
ELG1 genotoxic – inducers of genotoxicity in HEK293T ELG1-luciferase cells; HEK293T ELG1-luciferase reporter, luminescence, 16 h; Potency, µM (top dose mostly 46 µM), inactives show at the top dose activity change, positive = activation, usual class: activators; 330,000 tested, 1.3% active; AID 504466; note: potency is the fitted concentration of half-maximal effect; % of control where 0% means no effect; nearly all actives have a fitted effect of over 60% in size
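ELG1-luciferase HEK293T cells, 2,000/well; compound pinned in; 16 hr, 37 °C, 5% CO2; ONE-Glo, 30 min RT; luminescence on CCD imager.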
KCNH2 3.1 inh – inhibitors of human KCNH2 3.1 potassium channel isoform; U2OS KCNH2 3.1, thallium flux FluxOr; stronger effect = lower value; activity change, % (tested at about 1.8 µM); 340,000 tested, 0.95% active; AID 720553;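 active = maximum activity change below -70%; inconclusive = maximum activity change from -70% to -50%; inactive = maximum activity change above -50%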;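 note: thallium influx rate constant from kinetic fluorescence after stimulation buffer; % is set by controls: 0 for no effect and ±100 for the full control effect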
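Thallium flux via FluxOr fluorescence (Red40 quencher, 45 min loading) in U2OS cells virally expressing the KCNH2 3.1 isoform (1.77 x 10^8 /mL virus, overnight at 37 C). Rate constants from 2-min kinetic reads post-stimulation, normalised to positive and negative controls.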
Tb PFK inh – inhibitors of T. brucei phosphofructokinase. T. brucei PFK, ADP-Glo luminescence. AID 485367. Potency, µM (highest dose often 57.5 µM), inactives show top-dose activity, negative = inhibition, usual class: inhibitors. 330,000 tested, 0.17% active;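 note: potency is the fitted concentration of half-maximal effect; 0% = uninhibited 1x PFK enzyme wells and -100% = no-enzyme wells; nearly all actives have a fitted effect of over 60% in size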
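Activity is normalized to no-enzyme wells (full inhibition) and 1.25 nM enzyme wells (no inhibition). Reaction: 0.5 mM F6P, 0.1 mM ATP, 45 min RT, ADP-Glo luminescence; concentration-response curves fitted and classed by quality.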
NPC1 promoter act – activators of NPC1 promoter; Huh7 NPC1 promoter luciferase reporter, 24 h; Potency, µM (titrated, usually from 9.22 µM), without a hit: top-dose activation, usual class: activators; 320,000 tested, 2.4% active; AID 485313;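 note: potency is the fitted concentration of half-maximal effect; % of control where 0% means no effect; nearly all actives have a fitted effect of over 60% in size; reporter is driven by a mutant NPC1 promoter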
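Huh7 cells stably carrying NPC1 promoter–luciferase, plated in Opti-MEM with 10% FBS for 2 h, were exposed to compound in DMSO for 24 h at 37 °C; luciferase reagent was added for 10 min and luminescence read.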
FLuc counter – inhibits or activates purified firefly luciferase, miR-21 counter-screen; purified FLuc, Km substrates, luminescence inhibition; Potency, µM (titrated, usually from 57.5 µM), inactives show at the top dose activity change, negative = inhibition, most hits filed as inhibitors; 360,000 tested, 6.9% active; AID 588342;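 note: potency is the fitted concentration of half-maximal effect; plate controls were vehicle for no effect and reference inhibitor for full effect; nearly all actives have a fitted effect of over 55% in size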
Target sequence (P08659 whole entry, looked up): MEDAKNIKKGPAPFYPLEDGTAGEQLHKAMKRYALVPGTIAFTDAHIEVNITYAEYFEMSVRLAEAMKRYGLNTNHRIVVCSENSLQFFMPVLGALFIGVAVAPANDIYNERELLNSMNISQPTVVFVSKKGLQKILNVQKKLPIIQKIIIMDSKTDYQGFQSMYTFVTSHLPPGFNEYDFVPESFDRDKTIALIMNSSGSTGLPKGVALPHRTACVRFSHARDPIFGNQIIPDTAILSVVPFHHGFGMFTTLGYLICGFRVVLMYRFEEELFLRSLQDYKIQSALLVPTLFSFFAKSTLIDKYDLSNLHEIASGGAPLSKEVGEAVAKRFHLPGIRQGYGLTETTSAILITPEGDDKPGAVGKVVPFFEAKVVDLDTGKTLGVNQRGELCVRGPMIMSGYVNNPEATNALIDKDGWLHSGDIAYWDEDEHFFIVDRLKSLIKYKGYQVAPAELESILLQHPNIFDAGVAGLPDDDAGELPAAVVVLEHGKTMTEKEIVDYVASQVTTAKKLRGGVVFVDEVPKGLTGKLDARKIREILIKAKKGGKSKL
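Purified P. pyralis luciferase, 10 nM final, with Km-level 10 uM D-luciferin and 10 uM ATP in 50 mM Tris acetate pH 7.5, 10 mM Mg acetate, 0.01% Tween-20, 0.05% BSA; 6-point qHTS titration about 60 µM downward; luminescence read.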
Coupling enz – inhibits coupling enzyme system, counter-screen for aldolase hits | activity change, negative = inhibition, % at 58.2 µM, hits read low | 290,000 tested, 0.67% active | AID 2472 | coupling enzyme system counterscreen, AmpLite Red fluorescence; in the data active = activity change below about -30%; note: % is set by controls: 0 for no effect and ±100 for the full control effect
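Fluorescence at 525 nm excitation and 598 nm emission measured inhibition of the coupled detection system without aldolase. Compounds (at 57.5 uM final) were preincubated 10 min at room temperature with coupling enzyme reagent before a 20 min substrate/AmpLite Red step.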
Active calls of the source: *; u = inconclusive; x = not tested or not shown; [ ] = dose if it differs, or a comment. Unless noted, calls come from the whole dose curve; as a rule, active = well fitted curve in the direction sought with a large enough effect; inconclusive = small, poorly fitted or top-dose-only effect, or another doubt; inactive = no such curve, though single readings can be large; an effect the other way counts as inactive or inconclusive.

SMILES	VP16 counter	RORg inh	uPA generation	Giardia kill	Rab9 prom act	ELG1 genotoxic	KCNH2 3.1 inh	Tb PFK inh	NPC1 promoter act	FLuc counter	Coupling enz
CCC(C)C(Nc1ncnc2scc(-c3ccccc3)c12)C(=O)O (stereo unspecified)	-7%	10%	6%	24	1%	-5%	5	0%	-2%	-1%	13
CCNC(=S)NNC(=O)c1cc(-c2cccc(OC)c2)nc2ccccc12	13µM*	2.2µM*	-10%	-17	15%	u	-10	1%	24%	0.67µM*	-1
Cc1ccccc1Nc1nc(N)nc(CN2C(=O)NC3(CCCCC3C)C2=O)n1 (stereo unspecified)	-29%	0%	4%	13	-1%	-1%	18	1%	-1%	6%	-1
O=C(NNC(=S)NC1CCCCC1)c1sc2ccccc2c1Cl	13µM*	2.8µM*	1%	1	-5%	-3%	5	0%	5%	u	-3
Cc1cc(C)cc(CC(CC(=O)Nc2ccc(Cl)cc2)C(=O)O)c1 (stereo unspecified)	-1%	30%	-1%	-4	8%[1.84 µM]	-3%	-5	6%	0%	4%	16
CCCCc1nc2cc(C(=O)NCCc3cnn(C)c3)ccc2o1	-5%	33%	-6%	15	21%	u	3	u	12%	u	0
CCC(C)NC(=O)c1ccccc1-c1ccccc1C(=O)NC(C)CC (stereo unspecified)	4%	44%	2%	-6	-11%	-8%	5	1%	-8%	-1%	3
O=C(CCN=C1NS(=O)(=O)c2ccccc21)N1CCc2ccccc2C1	-6%	34%	10%	-26	1%	4%	12	-2%	-3%	0%	3
Cc1ccc(S(=O)(=O)Nc2ccc3c(c2)OCCO3)cc1	1%	42%	4%	-3	2%	-2%	-2	3%	-3%	5%	0
CCOP(=O)(OCC)c1nc(-c2cccc3ccccc23)oc1NCc1ccccc1	-8%[0.365 µM]	-13%	10%	-4	2%	-9%	-9	1%	1%	0%	-5
O=C(Nc1cccc(C(=O)O)c1)Nc1cccc2ccccc12	-8%	-15%	-2%	14	3.5µM*	8%	-23	-20%	2µM*	2.1µM*	-4
Cc1ccc(C)c(S(=O)(=O)N/N=C/c2ccc(C(=O)O)cc2)c1	0%	-7%	-8%	-5	-8%	-2%	6	0%	-4%	5%	1
Oc1ccc(Nc2nc(-c3ccc(O)cc3)cs2)cc1	4%	37%	x	-10	-1%	8.2µM*	-13	11%	1%	7.6µM*	3
O=C(Nc1ccc(Cl)cc1)c1cccnc1N1CCCCC1	10%	0%	x	-8	2%	-3%	13	1%	-1%	-1%	0
CCCCCCC(=O)N/N=C(\C)Cc1ccccc1	-4%	-33%	20%	-21	6%	0%	-28	1%	-4%	-4%	0
Cc1ccc(-n2nnnc2SCC(=O)Nc2ccccc2-c2ccccc2)cc1C	-9%	3%	5%	7	1%	0%	-17	13%	3%	2%	1
Cc1ccc(NC(=O)N2CCCCCC2)cc1C	-6%	-1%	0%	48[activator]	3.2µM*	u	-1	0%	4.5µM*	17µM*	x
CS(=O)(=O)c1ccc(C(=O)OCC(=O)N2CCCc3ccccc32)cc1	x	x	3%	3	-4%	2%	3	-1%	0%	0%	x
Cc1ccc(C(=O)CSc2nnc3n2CCCCC3)s1	x	x	1%	-15	u	u	3	-1%	u	u	x
CN(C)C(=O)[C@H]1C[C@H]1[C@@H](O)[C@H](CO)NC(=O)[C@H](COCc1ccccc1)NC(=O)OC(C)(C)C	-11%	-12%	0%	8	3.2µM*	-2%	-1	-2%	0%	3%	-6
CS(=O)(=O)Nc1cccc(C2=NN(C(=O)c3ccccc3Cl)C(c3ccccc3O)C2)c1 (stereo unspecified)	2%	u	-2%	5	-2%	0%	3	-3%	-2%	2%	2
O=c1cc(-c2ccc([N+](=O)[O-])cc2)c2ccc(O)cc2o1	8%	-12%	-5%	0	8%	14%	1	-3%	-18%	2%	4
CC(Oc1ccc(Br)cc1)C(=O)Nc1cc(S(=O)(=O)N2CCOCC2)ccc1N1CCCC1 (stereo unspecified)	x	x	-3%	5	-2%	-7%	0	2%	-12%	7%	x
O=C(Nc1cccc(O)c1)c1ccc(NC(=O)C2CCCO2)cc1 (stereo unspecified)	-6%	-23%	-3%	u	22%	u	13	0%	u	u	1
CCN(CC)CC(O)Cn1c2ccccc2c2ccccc21 (stereo unspecified)	-11%	-23%	2%	-16	-1%	-2%	-16	1%	-3%	0%	1
CC1CCN(C(=O)CSc2ccc(-c3ccc(F)cc3)nn2)CC1	-2%	13%	-5%	-15	-1%	-1%	7	4%	2%	-16%	6
COc1ccc(C2CC(=O)OC3=C2C(=O)CC(C)(C)C3)c(OC)c1 (stereo unspecified)	-4%	-7%	-1%	-13	-4%	-9%	6	-1%	-3%	-11%	1
Cn1cc(CN2CCC(C(=O)Nc3cccc(-c4cscn4)c3)CC2)cn1	-6%	-42%	-5%	6	1%	0%	2	1%	2%	1%	1
COc1ccccc1NC(=O)CSc1nnnn1-c1ccc2c(c1)OCO2	x	-2%[0.365 µM]	6%	10	-7%	8%	29	-6%	1%	-13%	1
COC(=O)c1c(C)[nH]c(C(=O)/C=C/c2ccccc2Cl)c1C	-1%	u	-9%	-13	u	18%	-10	-11%	2µM*	u	-1
Cc1cc(C)c(C(=O)OCc2csc(CC(=O)Nc3ccccc3C)n2)c(C)c1	x	x	14%	-5	-2%	-3%	-13	1%	-1%	3%	-1
COc1ccc(S(=O)(=O)N2CCN(C(=O)NCc3ccc(OC)c(OC)c3)CC2)cc1	6%	-12%	2%	-7	7%	0%	7	1%	1%	-1%	3
Cc1[nH]c2ccc(F)cc2c1CCN(Cc1cccnc1)C(=S)NC(C)(C)C	-1%	-1%	3%	7	-9%	-4%	-36	-1%	1%	-2%	2
O=C(Nc1nc2ccccc2s1)c1ccc(Cl)s1	-33%	8.9µM*	u	u	u	1.2µM*	-4	1%	1µM*	1.9µM*	0
C=CCOC(=O)C1=C(C)NC(=O)NC1c1ccc(Cl)cc1 (stereo unspecified)	3%	-12%	18%	10	-7%	1%	2	-1%	0%	-1%	2
CC(=O)N1CCN(c2nnc(-c3ccc(C)cc3)c3ccccc23)CC1	1%	27%	-2%	13	-1%	-1%	-1	-7%	1%	0%	0
Fc1ccc(C[n+]2csc3ccccc32)cc1	-17%	u	-3%	-12	2%	4%	4	-6%	-4%	7.6µM*	-2
Cc1ccc(-c2csc(N=C(N)N)n2)cc1	8%	36%	-1%	22	u	14%	3	12%	u	15µM*	1
COc1ccc(NC(=O)c2ccc(Br)o2)c([N+](=O)[O-])c1	2%	10%	2%	9	u	7%	-4	3%	u	u	3
Cc1ccc(NC(=O)c2cnccn2)cc1C	-7%	7%	u	4	3.2µM*	u	-3	1%	3.2µM*	11µM*	0
Cc1ccc(C)c(OCCC(=O)OCC(=O)Nc2cccc(S(=O)(=O)N3CCCC3)c2)c1	x	x	-6%	-2	-1%	4%	-19	9%	0%	-1%	x
COc1ccc(OC)c(NS(=O)(=O)c2ccc(Cl)nc2)c1	-9%	18%	-3%	-5	1%	-5%	-23	-4%	0%	-3%	1
O=c1[nH]c(-[n+]2ccccc2)c(/C=N/N=C(\[O-])c2ccccc2)s1	22%	-22%	3%	0	1%	-1%	1	-2%	5%	-2%	0
O=C(Nc1ncccn1)c1ccc(Cl)c([N+](=O)[O-])c1	4%	u	-8%	-6	10%	3%	-3	0%	-4%	4%	-2
CCC(Sc1ncccc1C(=O)Oc1cccc([N+](=O)[O-])c1)C(=O)Nc1ccccc1OC (stereo unspecified)	5%	3%	-4%	24	-11%	-4%	-48	0%	-1%	0%	0
O=C(CN(C(=O)c1csnn1)c1ccc2c(c1)OCCO2)NCc1ccc(F)cc1	-9%	2%	0%	-5	7%	1%	1	-1%	1%	6%	2
Cc1ccc(C(=O)NCc2ccc3c(c2)OCO3)cc1N1CCCC1=O	-8%	-14%	6%	-2	4%	0%	36	-5%	-1%	0%	0
CCOC(=O)c1c(C)n(C)c2cc(CN(C)C)c(O)c(S(=O)(=O)c3ccccc3)c12	-3%	30%	4%	7	17%	11%	9	4%	-1%	-16%	4
O=C(NC1(C(F)(F)F)NC(=O)N(Cc2cccnc2)C1=O)c1ccccc1Cl (stereo unspecified)	-4%	7%	-3%	-5	3%	-1%	7	-4%	2%	-2%	1
N#Cc1c(C(F)(F)F)cc(-c2cccc(Cl)c2)[nH]c1=O	-5%	u	2%	35[activator]	-5%	-5%	2	-5%	-3%	-7%	20
